Bioassay records from PubChem BioAssay.
TRPC4 block: TRPC4 (mouse) channel inhibition; Q9QUQ5; HEK293 TRPC4beta/mu-opioid, DAMGO-evoked Fluo4 calcium flux; stronger effect = lower value; B-score at 10 µM; hit rate 0.39% among 300,000;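 active = B-score over 3 SD under the library average, no early fluorescence shift, positive overall ratio signal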
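Assay system: Stable TRPC4beta/mu-opioid receptor HEK293 cells | Reagent: DAMGO in two steps, submaximal then maximal | Compound dosing: Single concentration per test compound | Signal: Fluo4 Ca2+ flux fluorescence | Evaluation: Per-well B score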
aSyn UTR inh: MLPCN primary screen, SNCA 5' untranslated region. alpha-synuclein 5'UTR reporter, inhibitor activity. inhibition, % (tested at 7.5 µM). hit rate 0.82% among 300,000; in the data active = inhibition above about 60%;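 note: H4 neuroglioblastoma cells stably carrying SNCA 5'UTR luciferase fusion; 0% = DMSO wells and 100% = positive control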
TRPC6 activator: activators of mouse TRPC6 channel | Q61143 | HEK293-TRPC6 membrane potential dye fluorescence; stronger effect = higher value | hit rate 0.13% among 310,000 | B-score at 10 µM;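 active = B-score of the integrated fluorescence ratio above library mean plus 3 SD, and starting fluorescence ratio within library mean plus 5 SD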;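 note: higher score means more depolarization so channel activation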
TRPC4 potent: allosterically enhances the mouse TRPC4 cation channel; HEK293 TRPC4beta/mu-opioid, DAMGO EC20, Fluo-4 Ca2+ flux; stronger effect = higher value; B-score at 10 µM; hit rate 0.42% among 310,000; AID 2227;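 active = B-score of calcium response area above 5 SD of library B-scores, with initial fluorescence ratio within 5 SD of library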;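 note: B-score of integrated fluorescence ratio over time as area under calcium response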
MrgX1 antag: human MrgX1 receptor antagonism, primary screen; Q96LB2; MRGX1-HEK293 calcium flux, Fluo-4, BAM8-22 antagonism; stronger effect = lower value; B-score at 10 µM; hit rate 1.3% among 310,000;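 active = calcium-response B-score plate-corrected more than 3 library SD below zero, starting fluorescence within 5 deviations, no agonist response on first addition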;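 note: peak minus trough fluorescence over baseline after final BAM8-22 challenge near maximal dose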
Target sequence (Q96LB2 whole entry, looked up): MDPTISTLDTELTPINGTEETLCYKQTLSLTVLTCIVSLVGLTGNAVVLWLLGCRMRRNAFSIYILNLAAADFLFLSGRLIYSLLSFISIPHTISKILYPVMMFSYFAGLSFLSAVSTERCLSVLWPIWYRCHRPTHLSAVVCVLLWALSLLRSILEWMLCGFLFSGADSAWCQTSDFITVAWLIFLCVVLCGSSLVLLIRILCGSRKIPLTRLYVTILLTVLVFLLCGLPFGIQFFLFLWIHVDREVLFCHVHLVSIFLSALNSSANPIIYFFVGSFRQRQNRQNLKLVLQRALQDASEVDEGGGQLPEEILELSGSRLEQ
SKKanGAS inh: SKKanGAS growth inhibition; S. pyogenes SKKanGAS, kanamycin growth, BacTiter-Glo, 6 h; inhibition, % at 7.5 µM; hit rate 1.3% among 300,000;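 active = mean replicate score, as percent of positive control median, at least 50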;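 note: strain carries kanamycin resistance gene driven by streptokinase promoter and grows in 40 µg/ml kanamycin; loss of luminescence reflects streptokinase promoter inhibition or plain growth inhibition; 0% = median of DMSO wells and 100% = positive control at its reference dose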
KLF5 inh: suppresses KLF5 promoter-driven expression. DLD-1 KLF5 promoter-luciferase reporter, luminescence. inhibition, % at 5 µM. hit rate 0.23% among 290,000. AID 1700;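 active = inhibition above a per-plate limit of that plate's mean compound inhibition plus 3 SD, cut at about 60% in these data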;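 note: 0% = DMSO wells and 100% = LY294002 at 200 µM; higher means less KLF5 promoter-driven luciferase light; inactives centre near -14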
IEC-6 cytotox: counter-screen for KLF5 inhibitors: cytotoxicity in IEC-6 cells | hit rate 0.78% among 290,000 | IEC-6 cytotoxicity, luminescence viability | AID 1825 | inhibition, % at 5 µM; in the data active = inhibition above about 22%;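 note: 0% = plate median of test compound wells and 100% = cytotoxic reference compound wells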
TRPC4 agonist: opens the mouse TRPC4 cation channel | Q9QUQ5 | HEK293 TRPC4beta/mu-opioid, Fluo4 calcium fluorescence; stronger effect = higher value | B-score at 10 µM | hit rate 0.49% among 310,000 | AID 2237;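 active = B-score above 5 SD of library B-scores, and initial fluorescence ratio not above library mean plus 5 SD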;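 note: positive B-score marks a calcium rise read as TRPC4 activation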
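Assay system: HEK293 stable line with TRPC4beta plus mu-opioid receptor. Times: dye 45 min RT, read 110 s. Measured by: kinetic Fluo4 calcium fluorescence. Measure: B score of integrated ratio. Controls: assay buffer as low control, maximal DAMGO as high control.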
HIF act: HIF pathway transcriptional activation; hit rate 0.32% among 300,000; U2OS HRE-luciferase reporter, luminescence; normalized: DMSO 0%, desferrioxamine 100%; AID 1910; activation, % at 7.5 µM (by protocol);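 active = mean activation of at least 10% of the iron chelator positive control signal, with at least half of replicates also reaching 10%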
TRPC6 inhibitor: blocks the mouse TRPC6 cation channel | Q61143 | HEK293-TRPC6, membrane potential dye, ACh-evoked depolarization; stronger effect = lower value | B-score at 10 µM | hit rate 1.1% among 310,000 | AID 2553;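 active = B-score under library mean minus 3 SD, initial fluorescence not abnormally high, positive integrated signal ratio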;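 note: B-score derived from integrated fluorescence ratio over the kinetic read; more negative B-score means stronger inhibition of depolarization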
Starred values were filed as active, the others as inactive; i = inactive; x = no result given.

SMILES	TRPC4 block	aSyn UTR inh	TRPC6 activator	TRPC4 potent	MrgX1 antag	SKKanGAS inh	KLF5 inh	IEC-6 cytotox	TRPC4 agonist	HIF act	TRPC6 inhibitor
CC1Cc2ccccc2N1C(=O)CSc1nnc2n1C(C)(C)Cc1ccccc1-2 (stereo unspecified)	i	42	i	i	i	6	-31	-5	i	0.0	i
CC(=O)Nc1cc(C(=O)NCc2ccco2)ccc1Sc1ccc(Cl)cc1	i	41	i	i	i	3	-4	-4	i	-0.7	i
COc1ccccc1CNC(=S)Nc1cc(C)ccc1C	i	15	i	i	i	13	-14	6	i	0.2	i
N#Cc1cccc(NC(=O)CSc2sc3c(O)cc(=O)[nH]c3c2C#N)c1	i	-9	i	i	i	22	-17	-4	i	0.5	i
CN1CCCN(Cc2ccc(Cl)cc2Cl)CC1	i	25	i	i	i	18	-26	2	i	-0.3	i
Cc1ccc(Oc2ccccc2NC(=O)C2=COCCO2)cc1	i	1	i	i	i	21	x	x	i	0.1	i
O=C(c1ccccc1)N1CCc2ccccc21	i	33	i	i	i	-4	-37	1	i	0.0	i
COc1ccc(/C=N/NC(=O)c2ccccc2O)cc1COc1ccccn1	i	-8	i	i	i	5	6	1	i	-0.1	i
CCN1CCN(CCNC(=O)c2ccc(CS(=O)c3ccc(Cl)cc3)o2)CC1 (stereo unspecified)	i	4	i	i	i	11	1	-2	i	0.0	i
CC(C)(C)c1ccc(C(=O)N2CCC(NC(=O)c3ccccc3)CC2)cc1	i	8	i	i	i	-1	-14	3	i	-11	i
Cc1nnc(SCc2ccccc2CSc2nnc(C)s2)s1	i	3	i	i	i	2	-33	6	i	0.3	i
COc1cc(NC(=O)c2cc(C(C)C)on2)c(OC)cc1Cl	i	-30	i	i	i	-5	-6	1	i	-1.2	i
Cc1ccc(-c2cnc(-c3ccncc3)o2)cc1	i	-157	i	i	i	2	-57	-12	i	2.7	i
Cc1cccc(C)c1OCC(=O)N=Nc1c(O)[nH]c2ccc(Br)cc12	i	13	i	i	i	17	-30	7	i	-0.9	i
COc1ccc(CN2CCN(Cc3ccc(C)cc3)CC2)c(OC)c1	i	-1	i	i	i	3	-28	4	i	0.2	i
Cc1ccc(C)c(N2CCN(C(=O)c3ccc(CS(=O)Cc4cccc(Cl)c4)o3)CC2)c1 (stereo unspecified)	i	2	i	i	i	-1	0	3	i	0.2	i
Cc1cccc(NC(=O)CSc2nc3ccccc3c(=O)n2C)c1	i	-3	i	i	i	-17	-20	12	i	-3.5	i
O=C1CCCC(O)=C1N=Nc1cccc(S(=O)(=O)N2CCOCC2)c1	i	-11	i	i	i	-5	-36	-6	i	0.0	i
NNc1nc(-c2ccccc2)cc(-c2ccccc2O)n1	i	0	i	i	i	28	14	13	i	-0.2	i
Cc1nc(NCCc2ccccc2)c2nnn(Cc3ccccc3)c2n1	i	19	i	i	i	-7	-1	-3	i	-0.3	i
Cc1nc(NC(=O)c2ccccc2)sc1-c1csc(Nc2ccc(F)cc2)n1	i	-94	i	i	i	24	-42	6	i	1.1	i
O=C(N/C(=C/c1cccc([N+](=O)[O-])c1)C(=O)N1CCCCC1)c1cccs1	i	16	i	i	i	-3	3	7	i	0.6	i
COC(OC)c1ccnc(-c2ccc(OC(=O)c3ccc(F)cc3)cc2)n1	i	-47	i	i	i	-3	4	1	i	0.3	i
CCN1CCN(c2oc(-c3ccco3)nc2C#N)CC1	i	-25	i	i	i	-3	-37	2	i	0.1	i
CCOc1ccc(/C=N/NC(=S)NC2CC3CCC2C3)cc1 (stereo unspecified)	i	-1	i	i	i	20	-52	0	i	1.4	i
The list continues.
SMILES	TRPC4 block	aSyn UTR inh	TRPC6 activator	TRPC4 potent	MrgX1 antag	SKKanGAS inh	KLF5 inh	IEC-6 cytotox	TRPC4 agonist	HIF act	TRPC6 inhibitor
CC(C)c1ccc(OCC(O)Cn2cnc3ccccc32)cc1 (stereo unspecified)	i	-53	i	i	i	0	-21	1	i	0.2	-9.6*
Cc1no[n+]([O-])c1COc1ccc(/C=C(\C#N)C(N)=O)cc1	i	-17	i	i	i	-2	-11	-3	i	-0.4	i
COc1ccc(NC(=O)c2ccc3c(=O)n(-c4ccc(OC)cc4OC)c(=S)[nH]c3c2)c(OC)c1	i	16	i	i	i	14	-27	-1	i	0.3	i
COc1ccc(N2CCN(S(=O)(=O)CCNC(=O)/C=C/c3ccc4c(c3)OCO4)CC2)cc1	i	2	i	i	i	-4	x	x	i	-0.2	i
O=C(Nc1cccc(C(=O)O)c1)/C(=C\c1ccccc1)NC(=O)c1ccccc1Cl	i	17	i	i	i	4	-20	-2	i	0.3	i
CCOc1ccc(-n2c(SCC(=O)OC)nc3sc4c(c3c2=O)CCN(C)C4)cc1	i	6	i	i	i	5	-20	-1	i	1.6	i
COc1c(Cl)cc(C(=O)Nc2ccccc2C(=O)O)cc1Cl	i	-58	i	i	i	16	-39	2	i	x	i
CC(C)COc1cccc(C(=O)NNC(=O)C2COc3ccccc3O2)c1 (stereo unspecified)	i	5	i	i	i	0	-8	4	i	26*	i
CC1CCC(N(CCCN)Cc2ccco2)CC1C (stereo unspecified)	i	-2	i	i	i	-6	-22	-2	i	0.1	i
N#Cc1c(-c2ccccc2)nc(SCc2ccc(Cl)cc2)[nH]c1=O	i	12	i	i	i	61*	-12	-7	i	-0.1	i
COc1ccc(NC(=O)c2cccnc2)cc1OCC(C)C	i	39	i	i	i	-1	-20	2	i	-13	i
O=C(N/N=C/c1cccc2ccccc12)c1cc(C2CC2)[nH]n1	i	3	i	i	i	12	-44	5	i	0.1	i
Cc1cccc(NC(=O)c2ccccc2[N+](=O)[O-])n1	i	13	i	i	i	-2	-16	2	i	-0.4	i
COc1ccc(-c2ccc(F)cc2)cc1[C@H]1[C@H]2C=CC[C@@H](C)[C@@H]2C(=O)N1Cc1ccccc1	i	11	i	i	i	32	x	x	i	-0.6	i
O=C(c1ccc(OC2CCN(Cc3ccccn3)CC2)cc1)N1CCCC(O)C1 (stereo unspecified)	i	3	i	i	i	-5	-33	-2	i	-0.4	i
COC(=O)c1ccc(NC(=O)C23CCC(C)(C(=O)O2)C3(C)C)cc1 (stereo unspecified)	i	-14	i	i	i	9	-18	2	i	0.4	i
O=C(Cn1cccc1C(=O)c1ccccc1)NCCN1CCCCCC1	i	-9	i	i	i	-13	-35	5	i	-0.3	i
CC(=O)c1cccc(S(=O)(=O)NCCC(=O)Nc2ccc(S(N)(=O)=O)cc2)c1	i	-3	i	i	i	0	-49	1	i	1.4	i
COc1ccc(CCNC(=O)c2c(O)c3c([nH]c2=O)CCCC3)cc1	i	-15	i	i	i	16	-46	7	i	0.7	i
Cc1cccc(NC(=S)NNc2cccc(Cl)c2)c1	i	2	i	i	i	14	-3	12	i	3.5	i
O=C(NCCN1CCOCC1)C(=O)NCC1OCCN1S(=O)(=O)c1ccc(Br)cc1 (stereo unspecified)	i	4	i	i	i	18	-3	5	i	-0.1	i
CN(Cc1ccco1)S(=O)(=O)c1csc(C(N)=O)c1	i	-8	i	i	i	-6	-13	0	i	-0.3	i
O=C(c1sc2cc(F)ccc2c1Cl)N1CCN(c2ccccc2)CC1	i	19	i	i	i	-1	5	10	i	-0.7	i
COc1ccc(C(=O)NCc2nnc(SCC(=O)Nc3nc4ccccc4s3)o2)cc1OC	i	-21	i	i	i	-3	-95	8	i	0.7	i
CCC(=O)Nc1nnc(SCCOC)s1	i	-11	i	i	i	0	3	-3	i	0.6	i
(listing goes on)
SMILES	TRPC4 block	aSyn UTR inh	TRPC6 activator	TRPC4 potent	MrgX1 antag	SKKanGAS inh	KLF5 inh	IEC-6 cytotox	TRPC4 agonist	HIF act	TRPC6 inhibitor
CCOc1cc(C(=O)Nc2ccon2)cc(OCC)c1OCC	i	39	i	i	i	1	-36	0	i	-0.5	i
Nc1nnc(CC(=O)N/N=C/c2cccc([N+](=O)[O-])c2)s1	i	-3	i	i	i	-1	-11	1	i	-0.2	i
CC(=O)c1ccc(NC(=O)c2ccc(NC(=O)c3ccco3)cc2)cc1	i	16	i	i	i	6	-12	-2	i	-0.2	i
CN1/C(=C\C(=O)C(F)F)C(C)(C)c2ccccc21	i	7	i	i	i	-1	-24	-2	i	-0.3	i
O=S1(=O)CCO[C@H]2Cc3ccccc3[C@H]2N1Cc1ccccc1	i	6	i	i	i	1	-4	-16	i	0.2	i
CC(C)=CCC(C)(C)/C=N/NC(N)=O	i	-6	i	i	i	-14	-35	-14	i	0.0	i
COc1ccc(CNC(=O)c2cccnc2)cc1	i	4	i	i	i	-3	-18	2	i	-0.3	i
CC(=O)Nc1c2c(nn1-c1ccccc1)CS(=O)C2 (stereo unspecified)	i	4	i	i	i	0	-18	-3	i	-0.7	i
CCCCn1c2nc3ccccc3nc2c2c(=O)n(CCC(C)C)cnc21	i	26	i	i	i	8	-16	2	i	x	i
O=C(c1ccccc1)C(Sc1ncn[nH]1)c1ccccc1 (stereo unspecified)	i	-12	i	i	i	2	17	-2	i	-0.1	i
Cc1cc(C)nc(N2CCC(C(=O)NCc3cccs3)CC2)n1	i	-22	i	i	i	5	-12	-4	i	0.2	i
COC(=O)c1[nH]c2ccc(C)cc2c1NC(=O)Nc1ccc(OC)cc1	i	9	i	i	i	5	-29	2	i	1.5	i
CCCn1nnnc1SCC(=O)Nc1nnc(CC)s1	i	8	i	i	i	-3	-31	4	i	-0.8	i
CCCCn1c(=O)[nH]c(=O)c2c1nc(-c1cc(Cl)c(OC)c(OC)c1)n2C	i	23	i	i	i	-4	-38	11	i	0.2	i
CCCCCOC(=O)C1=C(C)Nc2nnnn2C1c1ccccc1Cl (stereo unspecified)	i	30	i	i	i	-8	-10	1	i	-1.6	i
COc1cc(/C=C\C(=O)Nc2cc(=O)n(C)c(=O)n2C)cc(OC)c1OC	i	2	i	i	i	-4	-10	3	i	0.4	i
C=CCc1c(O)nc(SCC(=O)c2ccccc2)[nH]c1=O	i	-57	i	i	i	-6	-13	-1	i	0.9	i

Whole records, quoted from the list. Screens in order: TRPC4 block	aSyn UTR inh	TRPC6 activator	TRPC4 potent	MrgX1 antag	SKKanGAS inh	KLF5 inh	IEC-6 cytotox	TRPC4 agonist	HIF act	TRPC6 inhibitor
`O=C1CCCC(O)=C1N=Nc1cccc(S(=O)(=O)N2CCOCC2)c1` in the list: i	-11	i	i	i	-5	-36	-6	i	0.0	i
`CC1CCC(N(CCCN)Cc2ccco2)CC1C` (stereo unspecified) in the list: i	-2	i	i	i	-6	-22	-2	i	0.1	i
`CC(=O)c1ccc(NC(=O)c2ccc(NC(=O)c3ccco3)cc2)cc1` in the list: i	16	i	i	i	6	-12	-2	i	-0.2	i
`CC(=O)c1cccc(S(=O)(=O)NCCC(=O)Nc2ccc(S(N)(=O)=O)cc2)c1` in the list: i	-3	i	i	i	0	-49	1	i	1.4	i
